VIM-2 inh: blocks Pseudomonas aeruginosa VIM-2 metallo-beta-lactamase; purified VIM-2, nitrocefin hydrolysis, epi-absorbance fluorescence; inhibition, % at 5.6 µM; 290,000 compounds, 0.89% hits; AID 1527;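 active = inhibition above the mean of all tested compounds plus 3 SD, cutoff set per screening run, cut at about 7.5% in these data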;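 note: red hydrolysis product quenches plate fluorescence so inhibitors raise well fluorescence; 0% = enzyme with DMSO and 100% = DMSO without enzyme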
FID counter: counter-screen for HCV NS3 helicase inhibitors: DNA intercalator displacement | DNA fluorescent intercalator displacement, fluorescence | inhibition, % at 7.9 µM | 290,000 compounds, 0.17% hits | AID 1845; in the data active = inhibition above about 37%;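 note: 0% = vehicle and 100% = reference compound; higher means more ethidium bromide displaced from hairpin DNA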
SUMO HTRF inh: inhibitors of human SUMOylation (UBC9); AID 2006; HTRF SUMOylation assay, SAE1/SAE2 + UBC9, in vitro; inhibition, % at 35 µM; 290,000 compounds, 0.36% hits; P63279; in the data active = inhibition above about 50%, passing the limit was not always enough; note: strong numbers were not always called active
MEKK3 PB1 HTS: modulators (inhibitors or enhancers) of MEK5 binding to human MEKK3 PB1 domain; Q99759; bead-based flow cytometry, Alexa488-MEK5 binding to MEKK3; actives lie on both sides; 0 = blocked by unlabeled MEK5, 100 = vehicle; binding response (% of control), % at 10 µM; 290,000 compounds, 1.4% hits;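 active = binding response more than 3 SD above or below the average of its plate-row segment, actives on both sides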;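 note: Alexa488 bead fluorescence after subtracting the streptavidin-only scavenger bead signal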
PHOSPHO1 block: inhibitors of human PHOSPHO1 phosphatase. AID 1565. inhibition, % at 13.3 µM. recombinant PHOSPHO1, absorbance phosphatase assay. Q8TCT1. 290,000 compounds, 1.1% hits; in the data active = inhibition above about 60%
pCIP destab: compounds decreasing mouse p/CIP protein stability; Q05BA5; F442A p/CIP-EGFP cells, EGFP fluorescence, 16 h; decrease of EGFP signal, % at 10 µM; 290,000 compounds, 0.01% hits; AID 1984;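 active = EGFP signal decrease of at least 30% at 10 µM or well 3 SD below plate mean, unless failing retest; inactive = the rest, including hits failing retest or dose response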; note: some compounds called inactive have numbers as strong as hits; many of its hits are not listed in these tables
Target sequence (Q05BA5 1-1403): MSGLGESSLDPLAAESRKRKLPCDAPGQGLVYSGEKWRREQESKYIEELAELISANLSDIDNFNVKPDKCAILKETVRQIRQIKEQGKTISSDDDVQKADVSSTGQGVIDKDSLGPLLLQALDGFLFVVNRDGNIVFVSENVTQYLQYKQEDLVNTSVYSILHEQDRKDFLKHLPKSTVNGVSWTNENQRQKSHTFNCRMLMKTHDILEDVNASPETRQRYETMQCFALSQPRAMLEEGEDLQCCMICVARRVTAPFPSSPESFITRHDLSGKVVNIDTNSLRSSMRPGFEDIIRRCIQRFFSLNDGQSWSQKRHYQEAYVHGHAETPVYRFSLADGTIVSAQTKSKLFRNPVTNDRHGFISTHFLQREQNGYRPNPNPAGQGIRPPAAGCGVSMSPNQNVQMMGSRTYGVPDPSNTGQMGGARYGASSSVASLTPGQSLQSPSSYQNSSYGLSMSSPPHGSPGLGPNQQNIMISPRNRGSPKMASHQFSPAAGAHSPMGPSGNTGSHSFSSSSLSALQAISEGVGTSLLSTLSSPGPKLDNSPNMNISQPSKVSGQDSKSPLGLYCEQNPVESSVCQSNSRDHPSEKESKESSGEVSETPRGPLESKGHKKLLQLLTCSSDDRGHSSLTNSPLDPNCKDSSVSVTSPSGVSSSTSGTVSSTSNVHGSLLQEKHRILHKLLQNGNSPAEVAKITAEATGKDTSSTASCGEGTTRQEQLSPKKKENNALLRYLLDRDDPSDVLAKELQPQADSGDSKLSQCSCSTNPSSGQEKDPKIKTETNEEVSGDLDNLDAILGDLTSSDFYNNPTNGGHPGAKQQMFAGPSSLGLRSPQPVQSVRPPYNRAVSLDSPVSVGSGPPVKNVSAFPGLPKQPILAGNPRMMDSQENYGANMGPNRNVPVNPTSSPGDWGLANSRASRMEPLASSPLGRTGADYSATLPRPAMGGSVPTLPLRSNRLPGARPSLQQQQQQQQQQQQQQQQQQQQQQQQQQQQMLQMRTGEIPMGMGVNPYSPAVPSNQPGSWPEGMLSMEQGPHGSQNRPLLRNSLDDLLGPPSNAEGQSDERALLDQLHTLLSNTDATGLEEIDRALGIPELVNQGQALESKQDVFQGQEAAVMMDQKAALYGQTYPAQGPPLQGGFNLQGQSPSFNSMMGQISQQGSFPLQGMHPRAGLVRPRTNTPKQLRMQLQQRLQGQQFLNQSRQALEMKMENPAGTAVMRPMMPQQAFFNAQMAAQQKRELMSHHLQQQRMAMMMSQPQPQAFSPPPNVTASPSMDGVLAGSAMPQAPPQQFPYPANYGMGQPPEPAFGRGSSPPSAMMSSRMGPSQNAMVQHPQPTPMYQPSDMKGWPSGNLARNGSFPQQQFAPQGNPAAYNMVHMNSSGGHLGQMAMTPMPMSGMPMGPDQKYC
IDE cell activ: IDE (human) activation, cell-based; HEK cells, FAbeta-B cleavage, fluorescence polarization; 0% vehicle, 100% cell-free pure enzyme wells; activation, % at 5.96 µM; P14735; 340,000 compounds, 0.073% hits;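 active = activation above the mean of all tested compounds plus 3 SD, set per screening campaign, cut at about 17% in these data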
IMP-1 inh: inhibitors of Pseudomonas aeruginosa IMP-1 metallo-beta-lactamase; purified IMP-1, nitrocefin hydrolysis, epi-absorbance fluorescence; inhibition, % at 5.6 µM; 290,000 compounds, 0.45% hits;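 active = inhibition above the mean plus 3 SD of all compounds in the same screening run, cut at about 4.5% in these data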;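 note: 0% = IMP-1 with DMSO and 100% = DMSO wells lacking enzyme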
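System: purified IMP-1 / Input: IMP-1 dispensed at 0.2 nM / Medium: 50 mM HEPES pH 7.1, 50 µM ZnSO4, 0.05% Brij 35 / Timing: 15 min enzyme–compound preincubation, then 25 min nitrocefin reaction, 25 °C / Technique: plate fluorescence quenching by hydrolysis product, ex 480/em 530 nm / Repeats: singlicate testing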
HCV NS3 hel inh: HCV NS3 helicase inhibition; NS3 helicase DNA unwinding, Cy5 molecular beacon fluorescence; 290,000 compounds, 0.56% hits; inhibition, % at 10.9 µM;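 active = inhibition above the mean of all tested compounds plus 3 SD, set per campaign, cut at about 35% in these data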;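 note: 0% = DMSO wells and 100% = thioflavine S control wells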
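assay system = NS3 helicase fragment of HCV | buffer or medium = MOPS pH 6.5, MgCl2, DTT, Tween20, BSA | timing = 60 min unwinding reaction at 25 °C after ATP addition | signal = Cy5 beacon fluorescence read at start and 1 h | read-out basis = % inhibition of unwinding | control set = low DMSO, high thioflavine S at 110 µM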
Numbers without * were called inactive; x = not tested or not shown; [ ] = another dose, or the depositor's remark. This is a subset; count on the stated rates, not on these rows.

The line under a structure holds: VIM-2 inh | FID counter | SUMO HTRF inh | MEKK3 PB1 HTS | PHOSPHO1 block | pCIP destab | IDE cell activ | IMP-1 inh | HCV NS3 hel inh
Cc1ccc(OCC(=O)Nc2ccc(S(=O)(=O)N3CCOCC3)cc2)c(Br)c1
    1.2 | -48 | -4 | 100 | 19 | 10 | 1 | -2.0 | 19
CC(C)c1csc2nc3n(c(=O)c12)CCCCC3
    -1.2 | -6 | 5 | 100 | 17 | 5 | 6 | -2.8 | 1
COc1cccc(C(=O)OCC(=O)NCCNC(=O)COC(=O)c2cccc(OC)c2OC)c1OC
    -2.3 | -28 | 12 | 100 | 38 | -6 | -3 | -2.2 | -1
Cc1ccc(NC(=O)CCN2CCC(C(N)=O)CC2)cc1
    -0.7 | -4 | -5 | 103 | 8 | 1 | 5 | -2.1 | 5
CC(C)CNC(=O)c1ccccc1NC(=O)Nc1ccccc1
    -1.1 | -6 | 15 | 101 | 7 | -2 | 2 | 0.0 | 3
Cc1nnc(SCC(=O)Nc2cccc(S(=O)(=O)NC3=NCCCCC3)c2)n1Cc1ccccc1
    -2.7 | -42 | 14 | 105 | 16 | -2 | 8 | -2.8 | 5
O=C(CCl)Nc1cc(SCC(O)CO)cc([N+](=O)[O-])c1 (stereo unspecified)
    -2.5 | 1 | 20 | 102 | 16 | 12 | 6 | -2.3 | 0
Cc1sc(-c2ccccn2)nc1OC(=O)c1ccc(Cl)cc1
    -1.8 | 0 | 3 | 102 | 0 | 2 | 8 | -0.5 | -4
O=S(=O)(c1ccc2nc(N3CCN(c4ccc(F)cc4)CC3)ccc2c1)N1CCCCC1
    7.0 | -2 | 4 | 103 | 23 | 8 | -4 | -1.0 | -5
Cc1ccccc1C(=O)NCc1nnc(SCC(=O)N2c3ccccc3Sc3ccccc32)n1C
    -0.7 | -35 | -5 | 99 | 6 | 1 | 1 | -3.0 | -11
CCCCC1=CC2=CC(=O)C(C)(OC(=O)CC)C(=O)C2=CN1CCOC (stereo unspecified)
    x | x | 11 | 90 | -62 | 0 | -5 | x | x
CCn1c(CCC(=O)Nc2nc3c(s2)CCCC3)nc2cc(S(=O)(=O)N(C)C)ccc21
    -2.6 | -34 | -14 | 103 | 34 | -22 | 1 | -5.7 | -10
CCc1ccc(S(=O)(=O)NCc2cccs2)cc1
    -3.4 | -10 | 9 | 100 | 51 | -14 | 0 | -4.4 | 1
CC(=O)N1C(=O)C2(C(C#N)=C(N)Oc3n[nH]c(-c4ccccn4)c32)c2ccccc21 (stereo unspecified)
    -5.0 | -20 | -5 | x | 19 | -2 | -5 | -3.4 | 6
O=C(COc1ccc(Cl)cc1)Nc1c(-c2cccs2)nc2ccccn12
    -3.2 | -10 | 9 | 98 | -15 | -5 | 1 | -3.7 | 3
CC(C)C(CCNC1CCN(C)CC1)c1ccc(Cl)cc1 (stereo unspecified)
    -0.9 | 25 | 5 | 93 | 24 | 5 | 4 | -3.1 | -30
CCCN1CCN(C(=O)c2ccccc2-c2nc3ccccc3s2)CC1
    -0.8 | -4 | 4 | 114 | 15 | 1 | 7 | -2.2 | -3
O=C(O)COCC(=O)Nc1ccc(-n2nc(C(F)(F)F)cc2-c2cccs2)cc1
    -2.8 | -29 | 16 | 92 | -2 | -2 | x | -2.1 | 11
C=CCNS(=O)(=O)c1ccc(N2C(=O)c3ccccc3C2=O)cc1
    -2.1 | 2 | 17 | 89 | 20 | -18 | -3 | -1.9 | 1
COCCCNC(=O)COC(=O)c1ccc(-c2nc3ccccc3s2)s1
    -2.7 | -12 | 20 | 103 | 32 | 2 | 0 | -3.7 | -9
CCC(C)c1ccc(NC(=S)NCCn2cc(Cl)cn2)cc1 (stereo unspecified)
    -3.0 | -22 | -9 | 103 | 41 | 5 | -2 | -2.8 | 1
Cc1cc(C)nc(Nc2ccc(C(=O)O)cc2)n1
    -0.3 | -1 | 17 | 102 | 18 | 7 | 0 | -2.1 | -3
CC(C)Cn1c(SCC(=O)NC(=O)NC2CCCC2)nc2ccccc21
    -4.0 | -26 | 16 | 86 | 23 | 1 | 2 | -4.7 | 3
COC(=O)c1c(-c2ccc(F)cc2)csc1NC(=O)C1CCCO1 (stereo unspecified)
    4.5 | -16 | -9 | 104 | 30 | 12 | 1 | -0.7 | -9
Brc1ccccc1/C=N/N1CCCCC1
    -0.9 | -8 | -1 | 98 | 11 | 0 | 1 | -0.8 | 0
Cc1c(CN2CCN(CC(C)(C)C)C(CCO)C2)[nH]c2ccccc12 (stereo unspecified)
    -2.7 | -7 | 5 | 106 | x | 5 | 0 | -4.1 | -1
COc1ccc2cc1Oc1ccc(cc1)C[C@H]1c3c(cc4c(c3Oc3cc5c(cc3OC)CCN(C)[C@@H]5C2)OCO4)CCN1C
    x | x | 9 | 103 | 22 | -6 | 6 | x | x
COc1cccc(-c2nnc3sc(-c4ccccc4)nn23)c1
    -0.6 | -4 | 17 | 101 | 8 | -9 | -1 | -1.8 | 1
CCOC(=O)C1=C(CC)Nc2ccccc2N/C1=N\S(=O)(=O)c1cc(Br)ccc1Br
    -0.9 | -47 | 12 | 98 | 9 | 7 | x | 1.3 | 31
COc1ccc(-c2nn(-c3ccccc3)cc2/C=N/Nc2ccccn2)cc1OC
    -3.6 | -6 | -12 | 96 | 16 | -10 | -5 | -4.1 | 0
c1csc(CNCCN2CCOCC2)c1
    -1.9 | 2 | 6 | 83 | 18 | -14 | 1 | -2.1 | 7
O=C(c1ccc(C(F)(F)F)cc1)C1CCCN(C(=O)Cn2cncn2)C1 (stereo unspecified)
    -4.6 | -11 | 3 | 98 | 46 | -4 | -2 | -5.2 | 9
NC(=O)C1(N2CCCCC2)CCN(S(=O)(=O)c2cc(Cl)sc2Cl)CC1
    -1.5 | -21 | 11 | 125 | 53 | -9 | x | 0.0 | -5
CCCc1nnc(NC(=O)C2CCN(C(=O)c3ccco3)CC2)s1
    -1.8 | -20 | 13 | 99 | 39 | -14 | -3 | -3.3 | -8
CCOC(=O)N1CCN(CC(O)COCCC23CC4CC(CC(C4)C2)C3)CC1 (stereo unspecified)
    -2.7 | -18 | 4 | 102 | 18 | 3 | 2 | 2.2 | -4
CC(=O)Nc1ccc(S(=O)(=O)N=S(C)(C)=O)cc1
    1.8 | -2 | 9 | 98 | 6 | -2 | 3 | -4.4 | -6
Cc1ccc(CCNC(=O)c2ccc(CS(=O)(=O)c3ccccc3C)o2)cc1
    -3.1 | -41 | x | 104 | 13 | -9 | 0 | 0.1 | 0
CCc1nc(Nc2ccc(OC)c(OC)c2)c2nnn(Cc3ccccc3Cl)c2n1
    -5.0 | -1 | 32 | 97 | -13 | -5 | 7 | -2.6 | -3
Cc1cccc(NC(=O)c2cccs2)n1
    -2.3 | -2 | 21 | 99 | 19 | -6 | -7 | -2.1 | 33
Cc1nc2cc(N3CCN(C)CC3)c(NC(=O)Cc3ccccc3)cc2c(=O)n1Cc1ccccc1
    -2.7 | 25 | 3 | 103 | 9 | -10 | 7 | -3.9 | -101

Copied from the results shown, three compounds:
The line under a structure holds: VIM-2 inh | FID counter | SUMO HTRF inh | MEKK3 PB1 HTS | PHOSPHO1 block | pCIP destab | IDE cell activ | IMP-1 inh | HCV NS3 hel inh
NC(=O)C1(N2CCCCC2)CCN(S(=O)(=O)c2cc(Cl)sc2Cl)CC1
    -1.5 | -21 | 11 | 125 | 53 | -9 | x | 0.0 | -5
CCCc1nnc(NC(=O)C2CCN(C(=O)c3ccco3)CC2)s1
    -1.8 | -20 | 13 | 99 | 39 | -14 | -3 | -3.3 | -8
CCOC(=O)N1CCN(CC(O)COCCC23CC4CC(CC(C4)C2)C3)CC1 (stereo unspecified)
    -2.7 | -18 | 4 | 102 | 18 | 3 | 2 | 2.2 | -4

Entries of single compounds as entered above:
CCOC(=O)N1CCN(CC(O)COCCC23CC4CC(CC(C4)C2)C3)CC1 (stereo unspecified) is listed with VIM-2 inh = -2.7; FID counter = -18; SUMO HTRF inh = 4; MEKK3 PB1 HTS = 102; PHOSPHO1 block = 18; pCIP destab = 3; IDE cell activ = 2; IMP-1 inh = 2.2; HCV NS3 hel inh = -4
Cc1ccc(CCNC(=O)c2ccc(CS(=O)(=O)c3ccccc3C)o2)cc1 is listed with VIM-2 inh = -3.1; FID counter = -41; SUMO HTRF inh = x; MEKK3 PB1 HTS = 104; PHOSPHO1 block = 13; pCIP destab = -9; IDE cell activ = 0; IMP-1 inh = 0.1; HCV NS3 hel inh = 0

(listing goes on)
The line under a structure holds: VIM-2 inh | FID counter | SUMO HTRF inh | MEKK3 PB1 HTS | PHOSPHO1 block | pCIP destab | IDE cell activ | IMP-1 inh | HCV NS3 hel inh
CCOc1ccccc1C(=O)NCC(=O)N(C)Cc1ccccc1C
    -2.3 | -34 | 7 | 102 | -2 | -2 | 1 | -3.5 | -1
O=C(CCCC(=O)N/N=C/c1ccccc1C(=O)O)N/N=C/c1ccccc1C(=O)O
    -3.6 | -9 | 7 | 116 | -15 | -4 | 2 | -4.0 | -12
COc1ccc(/C(O)=C2\C(=O)C(=O)N(Cc3ccco3)C2c2ccc(OC)cc2OC)cc1 (stereo unspecified)
    -3.1 | -43 | 18 | 107 | 13 | -2 | 0 | -3.6 | 15
CCC(C)NC(=O)COC(=O)c1csc2c1CCCC2 (stereo unspecified)
    5.0 | -14 | -6 | 104 | -6 | 1 | 4 | -0.3 | -1
Cc1ccc(S(=O)(=O)c2cccc(S(=O)(=O)N3CCOCC3)c2)cc1S(=O)(=O)N1CCOCC1
    -0.3 | -2 | 14 | 2.0*[inhibitor] | 37 | -10 | -1 | -2.5 | -7
CN(CCC#N)C(=S)NC(=O)c1ccc(S(=O)(=O)N2CCOCC2)cc1
    -3.8 | -4 | 14 | 106 | -93 | -7 | 9 | -4.5 | 4
COc1ccc2[nH]cc(S(=O)(=O)c3ccc(F)cc3)c(=O)c2c1
    -4.5 | 0 | 0 | 118 | -9 | -18 | 7 | -5.7 | -1

Taken from above.
For PHOSPHO1 block, Cc1nnc(SCC(=O)Nc2cccc(S(=O)(=O)NC3=NCCCCC3)c2)n1Cc1ccccc1 reads 16
For SUMO HTRF inh, O=C(O)COCC(=O)Nc1ccc(-n2nc(C(F)(F)F)cc2-c2cccs2)cc1 reads 16
For IMP-1 inh, COC(=O)c1c(-c2ccc(F)cc2)csc1NC(=O)C1CCCO1 (stereo unspecified) reads -0.7
